APOBEC3A inh: inhibitors of human APOBEC3A DNA deaminase | P31941 | recombinant A3A, FAM/TAMRA ssDNA deamination fluorescence | inhibition, % at 20 µM | hit rate 0.41% among 330,000 | AID 493011;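 active = at least 40% inhibition at 20 µM here, with at most 30% in a related deaminase screen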;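 note: plate controls were A3A with DMSO for no effect and wells lacking A3A enzyme for full effect; some results filed as inactive read as strong as hits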
Target sequence (P31941 whole entry, looked up): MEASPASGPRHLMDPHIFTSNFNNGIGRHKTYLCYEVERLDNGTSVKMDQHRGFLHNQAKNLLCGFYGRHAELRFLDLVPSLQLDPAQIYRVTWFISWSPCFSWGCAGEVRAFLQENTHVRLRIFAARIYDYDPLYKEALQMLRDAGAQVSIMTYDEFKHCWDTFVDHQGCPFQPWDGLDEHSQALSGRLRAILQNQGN
HKDC1 inh: inhibitors of human hexokinase HKDC1; recombinant HKDC1, G6PDH/diaphorase resazurin coupled fluorescence; inhibition, % at 20 µM; hit rate 0.16% among 340,000; AID 493160;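 active = inhibition above about 35% when tested at 20 µM, limit read from the data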;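 note: plate controls were DMSO wells with enzyme for no effect and DMSO wells lacking enzyme for full effect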
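Incubation: 90 min at room temperature in dark / Material: recombinant HKDC1 (HK5) hexokinase enzyme, produced in-house / Quantity: enzyme 5 µg/mL final / Compound: one dose of 20 µM, 1% DMSO / Reagent: glucose and ATP substrates / Buffer or medium: Tris pH 8.0 buffer with MgCl2, Tween-20, BSA, BME / Technique: resorufin fluorescence at 613 nm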
ATG4B inhibitor: inhibitors of human ATG4B cysteine protease; Q9Y4P1; ATG4B cleavage of LC3-PLA2, NBD-HPC fluorescence, 1 h; inhibition, % at 8.33 µM; hit rate 0.51% among 340,000; AID 504462; in the data active = inhibition above about 40%
mIAP activ: increases mouse intestinal alkaline phosphatase activity; hit rate 0.24% among 330,000; activation factor at 10 µM; muIAP, CDP-Star luminescence, 30 min; stronger effect = higher value; 1 = vehicle-only enzyme signal, 0 = enzyme-free wells;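 active = activation factor of at least 2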; note: the source names both 10 and 20 µM as test concentration; values of inactives mirror those of a sister screen read the other way
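Assay system: mouse IAP enzyme; Reagent: CDP-Star chemiluminescent phosphatase substrate; Compound: DMSO-dissolved test compounds; Incubation: 30 min, room temperature; Technique: luminescence from enzymatic CDP-Star hydrolysis; Controls: DMSO-only wells and no-enzyme negative control.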
hIAP inh: human IAP inhibition | P09923 | inhibition, % at 10 µM | purified IAP, CDP-Star luminescence, 30 min | hit rate 0.12% among 330,000;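 active = inhibition reaching a set limit with compound at 10 µM in the primary screen, cut at about 35% in these data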;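 note: plate controls were DMSO wells with enzyme for no effect and no-enzyme buffer wells for full effect; values of inactives mirror those of a sister screen read the other way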
Target sequence (P09923 whole entry, looked up): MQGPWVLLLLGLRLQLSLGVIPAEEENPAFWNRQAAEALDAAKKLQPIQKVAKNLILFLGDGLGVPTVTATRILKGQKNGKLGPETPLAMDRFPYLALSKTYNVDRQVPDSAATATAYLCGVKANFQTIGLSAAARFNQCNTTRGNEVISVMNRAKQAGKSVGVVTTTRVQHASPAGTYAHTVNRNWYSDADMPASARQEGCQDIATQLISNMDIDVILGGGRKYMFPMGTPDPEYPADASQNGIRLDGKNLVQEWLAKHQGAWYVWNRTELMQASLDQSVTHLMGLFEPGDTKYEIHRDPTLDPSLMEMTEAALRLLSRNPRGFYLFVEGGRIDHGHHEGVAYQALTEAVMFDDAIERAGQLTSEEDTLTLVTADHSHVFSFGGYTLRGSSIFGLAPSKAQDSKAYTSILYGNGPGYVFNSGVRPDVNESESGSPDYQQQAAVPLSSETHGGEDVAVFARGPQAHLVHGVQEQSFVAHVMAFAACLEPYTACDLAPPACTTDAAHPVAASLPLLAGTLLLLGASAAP
hIAP act: increases human intestinal alkaline phosphatase activity; P09923; purified human IAP, CDP-Star luminescence, 30 min; stronger effect = higher value; 1 = vehicle-only enzyme, 0 = enzyme-free background; activation factor at 10 µM; hit rate 0.16% among 330,000; AID 2524;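 active = activation factor of the enzyme at least 2-fold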; note: the source names both 10 and 20 µM as test concentration; values of inactives mirror those of a sister screen read the other way
mIAP inh: blocks mouse intestinal alkaline phosphatase | inhibition, % at 10 µM | purified mouse IAP, CDP-Star luminescence, 30 min | AID 2806 | hit rate 0.2% among 330,000;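 active = inhibition of at least 40% at 10 µM in the primary screen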;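 note: plate controls were DMSO with enzyme for no effect and no enzyme wells for full effect; values of inactives mirror those of a sister screen read the other way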
PfG6PD inh: PfG6PD (Plasmodium falciparum) enzyme inhibition; PfGluPho enzyme, NADPH resazurin-diaphorase fluorescence; hit rate 0.78% among 350,000; inhibition, % at 20 µM;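 active = inhibition reaching at least a set limit at 20 µM in the primary screen, cut at about 59% in these data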;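 note: 0% = DMSO wells with substrate and 100% = DMSO wells lacking glucose-6-phosphate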
* = called active by the depositor; nt = not tested or not shown; & = joins results of further samples.

SMILES	APOBEC3A inh	HKDC1 inh	ATG4B inhibitor	mIAP activ	hIAP inh	hIAP act	mIAP inh	PfG6PD inh
COc1ccc(Nc2nnc(Cc3ccc(Cl)cc3)c(=O)[nH]2)c(OC)c1	3	3	-9	1	-11	1.1	-3	-8
Cc1ccc(S(=O)(=O)N(CC(=O)Nc2cccc([N+](=O)[O-])c2)C(=O)N2CCN(C)CC2)cc1	1	-6	-9	0.92	-2	1	8	6
CCCn1c(C)cc(C(=O)CN2C(=O)c3cccc(N)c3C2=O)c1C	-5	-4	-12	1.1	-7	1.1	-9	5
CCN(CC)CC(=O)Nc1sc2c(c1C(=O)c1ccccc1OC)CCC2	-5	1	0	0.98	-33	1.3	2	30
O=C(COC(=O)C1=COCCO1)NC1CCCCC1	-2	-7	3	0.96	-18	1.2	4	-1
Cc1cc(C)n(CC(C)Nc2nc3nonc3nc2N2CCCCC2)n1 (stereo not given)	-1	-11	-5	1.1	-7	1.1	-6	-7
O=C(CNC1CCCCC1)N1CCc2ccccc2C1	1	-1	-1	1	2	0.98	0	4
COc1ccc(C(=O)NC(C)c2nnc(SCC(=O)NC3CCCC3)n2C)cc1 (stereo not given)	1	-6	-13	1.1	8	0.92	-13	-10
O=C(NC12CC3CC(CC(C3)C1)C2)C1CCCN1C(=O)Nc1ccccc1 (stereo not given)	-4	1	-2	1	-16	1.2	-5	-3
CCOc1cccc(-n2nnnc2-c2ccc(OC)cc2)c1	2	0	-1	0.98	0	1	2	14
O=C(CN1CCCN(Cc2ccc(F)cc2Cl)C1=O)NC1CCCCCCC1	1	6	12	0.84	9	0.91	16	-12
O=C(NCC1CCCN1S(=O)(=O)c1cccs1)c1cccc([N+](=O)[O-])c1 (stereo not given)	2	-8	8	1	-4	1	-4	8
CCOC(=O)CNC(=O)CNC(=O)c1ccc(OCC(C)C)cc1	-5	2	-5	0.98	-1	1	2	-12
COc1cccc(CNC(=O)CCNS(=O)(=O)c2cccc3nsnc23)c1	0	-3	1	1	-16	1.2	0	-2
Fc1ccc(Cn2nnnc2C(c2cccs2)N2CCCCCC2)cc1 (stereo not given)	-3	-2	19	1	-49	1.5	-4	11
CN(Cc1cccc2cnccc12)C(=O)c1cc(COc2ccc(F)cc2F)on1	2	-4	-12	0.99	-11	1.1	1	3
CCOc1cc2[nH]c(=O)n(CCCCCC(=O)NC3CCCC3)c(=O)c2cc1OCC	0	-1	-2	1	-7	1.1	-4	-6
COc1cc(CNc2ccc3[nH]c(=O)[nH]c3c2)cc(Br)c1OCC(=O)NC(C)(C)C	0	3	-17	0.95	11	0.89	5	39
Cc1cccc(/C=N/NC(=O)Cn2nccc2C)n1	1	-8	-5	0.89	-8	1.1	11	4
COCCn1c(C)cc(C(=O)COc2ncnc3ccc(Br)cc23)c1C	-1	-3	-12	0.95	16	0.84	5	-11
C=CCc1cccc(CNc2nc3ccccc3n2CCC)c1O	2	14	16	0.92	4	0.96	8	3
COc1ccc(CNC(=O)C(c2ccco2)N(Cc2cccs2)C(=O)Cc2cccs2)cc1 (stereo not given)	0	2	-7	1.1	0	1	-11	6
O=C(O)/C=C\c1cccc(-n2cnnn2)c1	0	-10	5	1.1	5	0.95	-5	-8
O=C(O)CC(=O)NC12CC3CC(CC(C3)C1)C2	0&-3	-8&-5	-1&-1	0.99&0.96	-1&-8	1&1.1	1&4	11&-10
CSc1nnc(Cc2cc(=O)[nH]c(=O)[nH]2)n1-c1cc(C)ccc1C	-5	1	-9	0.99	8	0.92	0	11
COc1ccc2nc3ccccc3nc2c1	1	6	-16	0.9	12	0.89	10	-8
Cc1cc(NC(=O)CSc2nnc(-c3ccncc3)n2-c2ccccc2)no1	9	-10	-8	0.92	-7	1.1	8	19
CC(NCCC(c1ccccc1)c1ccccc1)c1ccccc1 (stereo not given)	-3	1	5	0.97	-5	1.1	3	1
Oc1ccccc1C1=Nc2ncnn2C(c2ccc(F)cc2)C1 (stereo not given)	-1	3	3	1	1	0.99	-3	-9
CCn1cc(C(=O)O)c(=O)c2cnc(N3CCN(C(=S)NC(=O)c4ccc(Cl)cc4)CC3)nc21	-2	-5	2	0.84	1	0.99	16	-9
O=C(Nc1ccc2c(c1)OCO2)c1sc2cc(Cl)ccc2c1Cl	3	-7	11	1.1	-2	1	-5	-10
Cn1cnnc1SCC(=O)NCCc1ccc(Cl)cc1Cl	0	-11	7	1.1	9	0.91	-7	0
O=C(COC(=O)c1ccccc1[N+](=O)[O-])NNC(=O)c1cccs1	4	-1	12	1	6	0.94	-2	-11
O=C(CSc1nnc(COc2ccccc2)n1-c1ccccc1)c1ccccc1	-2	0	39	0.88	12	0.88	12	-5
Cc1cc(C)cc(OCC(=O)OCC(=O)NC2CCCC2)c1	3	-4	4	0.99	-5	1	1	5
O=C(Nc1cccc(Cl)c1)OCc1ccccn1	-1	-3	-14	1	2	0.98	-2	7
CC(C)Cn1c(=S)[nH]c2ccccc2c1=O	-4	-12	1	1.1	-4	1	-7	10
Cc1nc(SCC(=O)NCC(F)(F)F)c2c(-c3cccs3)csc2n1	4	-6	4	1.1	4	0.95	-6	-17
Cc1cnc(CN(C)C(=O)CC2C(=O)NCCN2CCCc2ccccc2)[nH]1 (stereo not given)	1	-2	-7	0.99	-8	1.1	1	-1
O=C(CN1CCN(c2ccc(F)cc2)CC1)c1ccc(O)cc1O	-5	-4	-3	1.1	-2	1	-6	-5
COc1ccc(CNC(=O)CCCN2C(=O)NC3(CCCC3)C2=O)cc1	-2	4	-4	0.93	-4	1	7	11
CCOCc1nnc(NC(=O)c2c(OC)cccc2OC)s1	2	-1	-6	0.98	-16	1.2	2	5
O=c1c(Cl)c(N2CCNCC2)cnn1C12CC3CC(CC(C3)C1)C2	1	-7	-12	1.1	10	0.9	-5	15
CN1C(=O)[C@H]2[C@@H](/C=C/c3ccccc3)N3C(=O)CN(CC4CC4)C(=O)[C@@]3(C)[C@H]2C1=O	1	-3	7	0.92	-4	1	8	-2
Cc1cc(C)n2nc(CCc3ccccc3)nc2n1	-1	-6	3	0.89	-8	1.1	11	0
COC(=O)C1=C(C)N(CCCC(=O)O)C(=O)NC1c1cccc(Cl)c1Cl (stereo not given)	-3	0	0	0.92	4	0.96	8	-28
CCCCS(=O)CC(O)COCC (stereo not given)	-2	-7	1	0.96	20	0.81	4	0
COc1ccc(Cl)cc1/C=C/c1ccc2cccc(O)c2n1	-2	-3	-10	0.82	4	0.96	18	5
COC(=O)[C@@]1(Cc2ccccc2)[C@H]2c3cc(C(=O)N4CCCC4)n(CCSCCO)c3C[C@H]2CN1C(=O)c1ccccc1	1	nt	nt	0.93	7	0.93	7	nt
C/C(CC(=O)Nc1cccnc1)=N\NC(=O)C(C)Oc1ccc(Cl)cc1Cl (stereo not given)	-5	-6	-6	1	1	0.99	-3	-6
CCCc1nnc(NC(=O)c2nc(S(=O)(=O)Cc3ccc(C)cc3)ncc2Cl)s1	-5	5	-5	0.94	-4	1	6	3
COc1ccc(NC(=O)Nc2ccc3c(c2)CCC3)c(OC)c1	-1	13	-1	1.1	-17	1.2	-13	-21
CCN(CC)C(=O)/C(=C\c1ccc(Br)cc1)NC(=O)c1ccccc1OC	0	-23	25	0.97	-8	1.1	3	-16
Cn1nnnc1SCC(=O)NC1CCCc2ccccc21 (stereo not given)	-2	-8	3	1.1	-8	1.1	-7	4
Cn1c(=O)c2c(nc(NC3CCCCC3)n2CC(=O)C23CC4CC(CC(C4)C2)C3)n(C)c1=O	1	3	-9	2*	-23	1.2	-100	-13
Cc1nc2cc(C(=O)NCc3cccnc3)ccc2n1-c1ccc(F)cc1F	1	-9	-9	1	2	0.98	0	0
N#Cc1c(C(F)(F)F)cc(-c2ccc(Cl)c(Cl)c2)nc1SCCN1CCOCC1	2	-10	-8	0.94	2	0.98	6	3
CN1C(=S)SC(N2OC3C(=O)N(c4ccccc4)C(=O)C3C2c2ccc(Cl)cc2)C1(C)C (stereo not given)	-4	-2	-1	0.89	15	0.85	11	-10
O=C1c2ccccc2C(=O)N1Cc1nc2ccccc2c(=O)n1CCN1CCOCC1	2	2	-13	1.1	-15	1.1	-8	8
O=C(O)C1OC(Oc2c(-c3ccc(O)c(O)c3)oc3cc(O)cc(O)c3c2=O)C(O)C(O)C1O (stereo not given)	9	3	1	0.6	71*	0.29	40	-26
CCOc1ccc(S(=O)(=O)NCCC(=O)N(C)Cc2cccs2)cc1	-6	-7	-4	1.1	11	0.89	-7	-8

An excerpt from above in order of their number in mIAP activ, lowest first:
SMILES	APOBEC3A inh	HKDC1 inh	ATG4B inhibitor	mIAP activ	hIAP inh	hIAP act	mIAP inh	PfG6PD inh
CN1C(=O)[C@H]2[C@@H](/C=C/c3ccccc3)N3C(=O)CN(CC4CC4)C(=O)[C@@]3(C)[C@H]2C1=O	1	-3	7	0.92	-4	1	8	-2
CCN(CC)C(=O)/C(=C\c1ccc(Br)cc1)NC(=O)c1ccccc1OC	0	-23	25	0.97	-8	1.1	3	-16
COc1ccc(NC(=O)Nc2ccc3c(c2)CCC3)c(OC)c1	-1	13	-1	1.1	-17	1.2	-13	-21

Structures from the list above that contain fluorine:
SMILES	APOBEC3A inh	HKDC1 inh	ATG4B inhibitor	mIAP activ	hIAP inh	hIAP act	mIAP inh	PfG6PD inh
O=C(CN1CCCN(Cc2ccc(F)cc2Cl)C1=O)NC1CCCCCCC1	1	6	12	0.84	9	0.91	16	-12
Fc1ccc(Cn2nnnc2C(c2cccs2)N2CCCCCC2)cc1 (stereo not given)	-3	-2	19	1	-49	1.5	-4	11
CN(Cc1cccc2cnccc12)C(=O)c1cc(COc2ccc(F)cc2F)on1	2	-4	-12	0.99	-11	1.1	1	3
Oc1ccccc1C1=Nc2ncnn2C(c2ccc(F)cc2)C1 (stereo not given)	-1	3	3	1	1	0.99	-3	-9
Cc1nc(SCC(=O)NCC(F)(F)F)c2c(-c3cccs3)csc2n1	4	-6	4	1.1	4	0.95	-6	-17
O=C(CN1CCN(c2ccc(F)cc2)CC1)c1ccc(O)cc1O	-5	-4	-3	1.1	-2	1	-6	-5
Cc1nc2cc(C(=O)NCc3cccnc3)ccc2n1-c1ccc(F)cc1F	1	-9	-9	1	2	0.98	0	0
N#Cc1c(C(F)(F)F)cc(-c2ccc(Cl)c(Cl)c2)nc1SCCN1CCOCC1	2	-10	-8	0.94	2	0.98	6	3

High-throughput results deposited in PubChem BioAssay by Sanford-Burnham Center for Chemical Genomics.
